# B2AR arrestin: recruits beta-arrestin to the human beta2-adrenergic receptor; P07550; beta-arrestin recruitment to beta2AR, cell-based reporter; Potency, µM (highest dose often 46.1 µM), inactives show at the top dose activation, hits mostly activators; 330,000 compounds, 0.02% hits; AID 492947;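 further: potency means the concentration at half of the fitted maximal effect; 0% = DMSO controls and full agonism = EC100 isoproterenol or metaproterenol; nearly all actives have a fitted effect of over 65% in size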
# Target sequence (P07550 whole entry, looked up): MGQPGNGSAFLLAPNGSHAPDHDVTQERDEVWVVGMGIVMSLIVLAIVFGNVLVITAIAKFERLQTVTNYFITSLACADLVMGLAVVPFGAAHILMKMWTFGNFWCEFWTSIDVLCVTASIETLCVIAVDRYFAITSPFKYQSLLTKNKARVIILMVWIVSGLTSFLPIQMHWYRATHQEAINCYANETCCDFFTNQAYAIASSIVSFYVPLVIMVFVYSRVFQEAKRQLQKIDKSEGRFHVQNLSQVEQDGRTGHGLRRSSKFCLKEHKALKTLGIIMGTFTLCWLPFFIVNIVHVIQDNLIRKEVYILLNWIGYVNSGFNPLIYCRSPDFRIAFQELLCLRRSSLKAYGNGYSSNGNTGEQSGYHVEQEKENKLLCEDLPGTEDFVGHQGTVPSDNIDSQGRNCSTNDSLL
# a7 integrin act: activators of alpha7 integrin expression for muscular dystrophy. 350,000 compounds, 0.064% hits. AID 624291. Potency, µM (highest dose often 38.3 µM), inactives show top-dose activation, hits mostly activators. alpha7betagal myoblasts, beta-gal FDG fluorescence, 48 h;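 further: potency means the concentration at half of the fitted maximal effect; 100% = response of the positive control SU9516; nearly all actives have a fitted effect of over 60% in size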
#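 alpha7betagal+/- myoblasts (passage 13, 250/well) treated 48 h at 37C with compounds at 1:260 dilution of DMSO stock. Lysed, then beta-galactosidase activity read as FDG fluorescence (ex 480/em 540) after 30 min, with pre-read for autofluorescence.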
# TRPV1 ag: human TRPV1 agonism; Q8NER1; TRPV1-expressing cells, Fluo-8 calcium influx, agonist mode; activation, % at 8.33 µM; 320,000 compounds, 0.19% hits; in the data active means activation above about 80%; inconclusive means between about 30% and that limit; further: 0% is about no effect
#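 TRPV1-expressing cells were cultured overnight at 35.5C and loaded with Fluo-8 calcium dye for 40 to 90 min at room temperature. After a 10 s baseline, compound was added and calcium influx was read kinetically for 3 min (ex 480/em 520 nm).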
# CXXC DNA block: MLL CXXC-DNA interaction inhibition; Q03164; MLL-CXXC / FITC-HOXA9 DNA fluorescence polarization; Potency, µM (highest dose often 115 µM), inactives show at the top dose activity change, negative = inhibition, usual class: inhibitors; 290,000 compounds, 0.037% hits; AID 2662; active means well fitted inhibition curve with a large enough effect in the polarisation, with a control signal flat, not every such curve was filed as active; inconclusive means small, poorly fitted or top-dose-only effect, or effect the other way, or a change in a side signal; inactive means no such curve, though single readings can be large or run the other way; the % refers to the polarisation; further: potency means the concentration at half of the fitted maximal effect
#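 Steps: dispense CXXC domain solution (7 uM) → pin compounds or unlabeled HOX-A9 DNA control → 5 min ambient → add FLSN-HOX-A9 solution (50 nM) → spin → 30 min ambient → fluorescence polarization. Tris pH 7.5/NaCl/DTT/BSA buffer.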
# ELG1 DNA repair: blocks ELG1-dependent DNA repair in HEK293T cells | HEK293T ELG1-luciferase reporter, luminescence, 16 h; DNA damage induced by 5-fluorouridine | Potency, µM (series often up to 46.1 µM), for inactives: at the highest dose activity change, negative = inhibition, actives largely listed as inhibitors | 330,000 compounds, 2.3% hits; further: potency means the concentration at half of the fitted maximal effect; on the % scale 0 is the no-effect control and ±100 the full control effect; nearly all actives have a fitted effect of over 55% in size
#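 5-Fluorouridine DNA damage + compound/DMSO, 2,000 cells/well, 16 h, 37 °C/5% CO2. ONE-Glo, 30 min RT, luminescence. Readout = decrease in reporter signal.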
# TSG101-PTAP inh: blocks PTAP/TSG101 interaction to inhibit HIV-1 budding | 340,000 tested, under 10 active | Q99816 | Fluorescence polarization, FITC-PTAP peptide / Tsg101 binding | Potency, µM (series often up to 115 µM), for inactives: top-dose activity change, negative = inhibition, actives largely listed as inhibitors; active means well fitted inhibition curve with a large enough effect in the main read-out, with a control signal flat, not every such curve was filed as active; inconclusive means small, poorly fitted or top-dose-only effect, or effect the other way, or a change in a side signal; inactive means no such curve, though single readings can be large or run the other way; further: potency means the concentration at half of the fitted maximal effect; % of control where 0% means no effect
# Target sequence (Q99816 whole entry, looked up): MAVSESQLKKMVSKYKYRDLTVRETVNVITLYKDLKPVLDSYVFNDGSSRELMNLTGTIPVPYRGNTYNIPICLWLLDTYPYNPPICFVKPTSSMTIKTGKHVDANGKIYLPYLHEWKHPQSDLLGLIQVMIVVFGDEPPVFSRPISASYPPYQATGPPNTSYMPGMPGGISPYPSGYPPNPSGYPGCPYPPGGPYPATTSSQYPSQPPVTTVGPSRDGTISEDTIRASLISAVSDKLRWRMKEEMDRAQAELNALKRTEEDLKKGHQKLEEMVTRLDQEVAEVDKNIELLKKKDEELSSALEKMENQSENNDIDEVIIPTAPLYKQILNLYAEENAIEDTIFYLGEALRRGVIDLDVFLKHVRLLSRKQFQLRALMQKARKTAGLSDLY
#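 Fluorescence anisotropy tracks displacement of a FITC-tagged PTAP peptide (50 nM) from the Tsg101 binding domain (10 uM), following a 20 min room-temperature incubation at pH 7.5.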
# p53 reactivation: re-activators of mutant p53; H1299 p53-A138V BP100-luciferase reporter, luminescence, 24 h; Potency, µM (series often up to 92.2 µM), inactives show top-dose activity change, positive = activation, usual class: activators; 320,000 compounds, 0.063% hits; AID 504706; further: potency means the concentration at half of the fitted maximal effect; % of control where 0% means no effect; nearly all actives have a fitted effect of over 45% in size
#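 H1299 (p53-null), stable ts p53-A138V + BP100-Luc; 1000 cells/well, Opti-MEM/10% FBS; cpd 4 pt, 1:5; 24 h, 37 deg C, 5% CO2; detection reagent 10 min RT; luminescence.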
# BRCA1 expr up: BRCA1 expression activation | AID 624202 | 380,000 compounds, 1.1% hits | MCF7-BRCA1-FFLuc reporter, luminescence, 48 h; response scale: scaled: vehicle 0%, 10 µM genistein 100% | Potency, µM (top dose mostly 46.1 µM), for the others: at the top dose activation, most hits filed as activators; further: potency means the concentration at half of the fitted maximal effect; nearly all actives have a fitted effect of over 80% in size; some results filed as inactive show a strong effect at the top dose
#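 MCF7-BRCA1-FFLuc cells, 2000/well in phenol-red-free MEM, attached 2 h then treated 48 h at 37 C. Luciferase luminescence read 15 min after reagent; normalized to genistein maximum activation (10microM) and DMSO, concentration-response fitted.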
# A-T KAP1 phos: potential ataxia-telangiectasia treatments restoring KAP-1 phosphorylation. […] A-T fibroblasts, KAP-1 phosphorylation AlphaLISA; neocarzinostatin DNA damage 30 min before lysis. Potency, µM (doses to about 57.5 µM), for the others: at the highest dose activation, hits mostly activators. 320,000 compounds, 0.19% hits. AID 485349; further: potency means the concentration at half of the fitted maximal effect; % of control where 0% means no effect; nearly all actives have a fitted effect of over 45% in size
#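 hTERT-immortalized A-T patient fibroblasts ([…]), 500 cells/well in OPTI-MEM, 1% FBS, got compounds for 60 min, then NCS for 30 min at 37C. Lysates were then assayed for phospho-KAP-1 by AlphaLISA (anti-pKAP1 donor, anti-KAP1 acceptor beads), 6 hr at 25C.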
# TCR act: activators of T cell receptors. Potency, µM (doses to about 9.22 µM), inactives show at the highest dose activation of IL-2 secretion, usual class: activators. 330,000 tested, under 10 active. primary human leukocytes, anti-CD3, IL-2 HTRF, 48 h; further: % of control where 0% means no effect
#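 IL-2 release read by HTRF sandwich (Eu cryptate donor, d2 acceptor, 665 nm emission) after 48 hr exposure of primary human leukocytes to compound together with anti-CD3 beads in the absence of co-stimulatory signals.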
# * hit, by the source's call; u = inconclusive; x = no result given; [ ] = another dose, or the depositor's remark. Unless noted, the call rests on the fitted dose curve; in most records, active means well fitted curve in the direction sought with a large enough effect; inconclusive means small, poorly fitted or top-dose-only effect, or another doubt; inactive means no such curve, though single readings can be large; an effect the other way counts as inactive or inconclusive.
SMILES,B2AR arrestin,a7 integrin act,TRPV1 ag,CXXC DNA block,ELG1 DNA repair,TSG101-PTAP inh,p53 reactivation,BRCA1 expr up,A-T KAP1 phos,TCR act
O=C(/C=C/c1cccs1)N1CCc2ccccc21,-1.1%,5%,28,12%,u,1%,u,-14%,-12%,0%[46.1 µM]
O=[N+]([O-])c1cc(C(F)(F)F)ccc1NCCCCNS(=O)(=O)c1ccc(Cl)cc1,-0.5%,-43%[inhibitor],-1,-2%,-15%,0%,12%,-70%,-1%,1%[46.1 µM]
COc1ccc(N(CC(=O)N/N=C/c2ccc(OC3CSC3)cc2)S(=O)(=O)c2ccccc2)cc1,0.0%,0%,2,9%,u,1%,-18%,-18%,2%,3%[46.1 µM]
Cc1cccc(-c2cc3nc4c(c(N5CCOCC5)n3n2)CCCC4)c1,0.0%,-6%,12,40%[activator],u,-3%,u,u,11%,-12%
Cc1sc2ncnc(N3CCC(C(=O)NNC(=O)c4ccccc4Cl)CC3)c2c1C,0.4%,-1%,3,50%[activator],u,3%,-25%,-41%,11%,2%
Cc1ccc(NC(=S)N2CCC(NC(=O)C3CCCCC3)CC2)cc1C,-0.2%,31%,10,-2%,9%,0%,0%,-9%,3%,-8%
Cc1ccc(C(=O)N/N=C/c2ccc(OC(=O)c3ccccc3Cl)cc2)cn1,0.6%,2%,10,100%[activator],u,-4%,15%,44%,3%,3%
COc1ccc(-n2c(=O)c(CCC(=O)N3CCC(C)CC3)nc3ccccc32)cc1,0.9%,-12%,2,x,-4%,-1%,-6%,-25%,19%,9%
COc1ccc(-c2cc(C(=O)Nc3ccc(C(N)=O)cc3)c3ccccc3n2)cc1OC,0.1%,1%,1,13%,u,1%,-11%,27%,1%,-10%
Cc1ccc(C(=O)CCS(=O)(=O)c2ccc(F)cc2)cc1,3.0%,-40%,16,1%,12%,0%,1%,-41%,-2%,6%
CC(C)NC(=O)CSc1nc2sccc2c(=O)n1-c1ccccc1,-0.1%,16%,3,-15%,16%,0%,-1%,-24%,-1%,2%
CN(Cc1ccccc1)S(=O)(=O)c1ccc2c(c1)CCC(=O)N2,-0.2%,3%,7,16%,-2%,-2%,-3%,-13%,6%,8%
CC1(C)CC(N2CN(C3CCCCC3)CC2=O)CC(C)(C)N1,0.4%,14%,-2,-4%,0%,-3%,2%,-3%,17%,0%
COc1ccccc1-n1cc(-c2ccccc2)c2c(=S)nc[nH]c21,0.4%,-22%,14,-9%,10%,3%,-4%,17%,22%,-2%
Cc1cc(C)cc(NC(=O)[C@H](NC(=O)[C@@H]2Cc3ccccc3CN2)c2ccccc2)c1,12%,-35%,-1,24%,u,-2%,7%,-13%,-16%,11%
O=C(NC(=S)Nc1cc(Cl)ccc1N1CCOCC1)c1ccccc1[N+](=O)[O-],-1.0%,-35%,u,-3%,16µM*,-14%,-20%,-45%,9%,2%
Cc1cc(C)cc(NC(=S)N2CCN(c3ncc(C(F)(F)F)cc3Cl)CC2)c1,0.0%,6%,-2,-9%,29%,3%,-2%,-6%,-5%,1%
CCCNC(=O)c1ccccc1NC(=O)Cc1ccc(OC)c(S(=O)(=O)N2CCOCC2)c1,0.3%,1%,0,x,u,-1%,1%,0%,3%,-4%
COc1ccccc1/C=C1\SC(=O)N(CCC(=O)N2CCCCC2CCO)C1=O (configuration not stated),0.5%,-39%,2,17%,-2%,-3%,-3%,16%,-3%,6%
O=C(NCCCNCc1ccccc1)c1ccc(/C=N/O)nc1,0.4%,8%,-1,4%,14%,-7%,-28%,0%,-15%,2%

# Compound profiles, from the list above. Values in the order: B2AR arrestin | a7 integrin act | TRPV1 ag | CXXC DNA block | ELG1 DNA repair | TSG101-PTAP inh | p53 reactivation | BRCA1 expr up | A-T KAP1 phos | TCR act
# `CC(C)NC(=O)CSc1nc2sccc2c(=O)n1-c1ccccc1` in the list: -0.1% | 16% | 3 | -15% | 16% | 0% | -1% | -24% | -1% | 2%
# `CCCNC(=O)c1ccccc1NC(=O)Cc1ccc(OC)c(S(=O)(=O)N2CCOCC2)c1` in the list: 0.3% | 1% | 0 | x | u | -1% | 1% | 0% | 3% | -4%
# `CN(Cc1ccccc1)S(=O)(=O)c1ccc2c(c1)CCC(=O)N2` in the list: -0.2% | 3% | 7 | 16% | -2% | -2% | -3% | -13% | 6% | 8%

# The list goes on:
SMILES,B2AR arrestin,a7 integrin act,TRPV1 ag,CXXC DNA block,ELG1 DNA repair,TSG101-PTAP inh,p53 reactivation,BRCA1 expr up,A-T KAP1 phos,TCR act
O=C(Nc1nncs1)c1ccccc1NS(=O)(=O)c1cccs1,-0.5%,19%,-6,14%,-8%,-9%,-26%,-6%,5%,-34%
Cc1ccsc1CN(C(=O)c1ccc([N+](=O)[O-])cc1)C1CCS(=O)(=O)C1 (configuration not stated),-0.4%,-10%,-1,-1%,5%,-15%,7%,-11%,16%,8%
CCOc1ncccc1C(=O)OCC(=O)c1cc(OC)ccc1OC,0.1%,88%,5,16%,-10%,-3%,-2%,-7%,-5%,-5%
Cc1ccc(C)c(NC(=O)CN2C(=O)COc3ccc(S(=O)(=O)N4CCCC4)cc32)c1,-0.3%,-10%,2,6%,9%,-3%,-6%,-11%,-3%,-3%
N#CC1=C(N)Oc2cc(N)ccc2C1c1ccccc1 (configuration not stated),x,-39%,x,x,x,-3%,x,-35%,x,4%
CN=C1SC(CC(=O)Nc2ccc(C(=O)O)cc2)C(=O)N1C (configuration not stated),0.0%,26%,2,5%,15%,4%,2%,9%,-2%,-5%
CCC1(c2ccccc2)NC(=O)N(CC(=O)Nc2ccc(N3CCOCC3)cc2)C1=O (configuration not stated),0.0%,-4%,x,x,28%,-2%,-2%,2%,2%,6%
Cc1ccc(/C(O)=C2\C(=O)C(=O)N(C)C2c2cccc([N+](=O)[O-])c2)cc1 (configuration not stated),0.0%,-28%,-4,13%,27%,-6%,23%,-4%,0%,3%
CCC(C)Sc1ccc([C@@H]2[C@@H]3C(=O)N(CC)C(=O)[C@@H]3[C@]3(C(=O)OC)CCCCN23)cc1 (some centres not stated),-1.8%,-6%,x,x,-25%,-7%,-1%,-6%,12%,-2%
COc1ccc(NC(=O)C2CCN(S(=O)(=O)c3ccc4c(c3)NC(=O)C(C)S4)CC2)cc1 (configuration not stated),0.0%,-5%,4,14%,u,-1%,-8%,-21%,0%,2%
Cc1nc2ccc(S(=O)(=O)NCC(=O)Nc3ccc(F)cc3)cc2s1,0.6%,0%,-1,15%,9%,-8%,-2%,-25%,10%,0%
N#CCCn1cc(/C=N/O)c(-c2ccc(F)cc2)n1,-0.1%,20%,-3,10%,-6%,-3%,0%,-4%,x,-3%
Cc1ccc(S(=O)(=O)N2CCOCC2)cc1C(=O)N1CCN(c2ncccn2)CC1,0.2%,2%,2,x,1%,0%,-4%,-12%,-7%,-6%
COc1ccc(-c2nnc3ccc(SCC(=O)N4CCN(c5ccccc5)CC4)nn23)cc1,x,13%,x,x,x,-1%,x,0%,x,-9%
CCOC(=O)c1[nH]c(C)c(/C(O)=C2\C(=O)C(=O)N(CCCN3CCOCC3)C2c2cccnc2)c1C (configuration not stated),0.0%,11%,-2,-8%,-3%,0%,-4%,-9%,1%,0%
O=C(NNc1ccc(C2CCCCC2)cc1)C(O)(c1ccccc1)c1cccs1 (configuration not stated),-0.1%,-21%[7.66 µM],7,-1%,11%,-5%,-9%,-30%,-1%,x
O=C(c1ccco1)N1CCN(Cc2ccc(Cl)cc2)CC1,-0.3%,6%,x,-1%,18%,1%,6%,11%,-5%,-3%
CCN(CC)C(=O)CSc1nnc(-c2cccc(OC)c2)o1,-0.4%,-25%,8,-1%,u,-6%,28%,11µM*,3%,1%
COc1ccc(/C=N\NC(=O)c2ccccc2F)cc1COc1ccc(F)cc1,-0.1%,18%,u,u,16%,-2%,20%,2%,11%,-5%
COc1cccc(CNC(=O)c2ccccc2SCC(=O)N2CCCC2)c1,-0.5%,17%,1,x,3%,-2%,-1%,0%,-2%,0%
COc1cc(/C=C2\SC(=O)N(c3ccc(O)cc3)C2=O)cc(OC)c1OC,0.3%,-17%,1,-2%,u,-4%,-2%,-15%,-27%,-12%
O=C(Nc1ccccc1C(F)(F)F)c1ccccn1,0.5%,13%,0,-7%,6%,-6%,4%,0%,1%,1%
COc1ccc(N2CCN(C(=O)CCS(=O)(=O)c3cccc4nsnc34)CC2)cc1,-0.9%,2%,5,8%,-21%,-1%,-13%,-12%,2%,6%[46.1 µM]
COc1cc(CN2CCN(CCCc3ccccc3)CC2CCO)cc(OC)c1 (configuration not stated),-0.9%,14%,1,1%,-2%,-5%,x,0%,12%,-7%
CCCN(CCC)S(=O)(=O)c1ccc(C(=O)O)cc1,-0.3%,x,-1,12%,-2%,0%,-1%,4%,18%,-6%
Cc1onc(-c2c(Cl)cccc2Cl)c1/C(N)=N/OC(=O)C(C)(C)C,-1.0%,-20%,7,-3%,0%,0%,-2%,-2%,9%,0%

# Screening data as filed in PubChem BioAssay.
